STK33 inh: inhibitors of purified STK33 kinase, primary screen, biochemical, ADP-Glo luminescence, homogeneous, cell-free | AID 2661, 2010 | inhibition, % at 10 µM | Serine/threonine-protein kinase 33 (Homo sapiens), Q9BYT3 | actives 0.073% (n = 320,000) | MBP phosphorylation;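 active means inhibition at or above 25%, using the most active replicate where run in duplicate; inactive means inhibition below 25%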
Target sequence (Q9BYT3 whole entry, looked up): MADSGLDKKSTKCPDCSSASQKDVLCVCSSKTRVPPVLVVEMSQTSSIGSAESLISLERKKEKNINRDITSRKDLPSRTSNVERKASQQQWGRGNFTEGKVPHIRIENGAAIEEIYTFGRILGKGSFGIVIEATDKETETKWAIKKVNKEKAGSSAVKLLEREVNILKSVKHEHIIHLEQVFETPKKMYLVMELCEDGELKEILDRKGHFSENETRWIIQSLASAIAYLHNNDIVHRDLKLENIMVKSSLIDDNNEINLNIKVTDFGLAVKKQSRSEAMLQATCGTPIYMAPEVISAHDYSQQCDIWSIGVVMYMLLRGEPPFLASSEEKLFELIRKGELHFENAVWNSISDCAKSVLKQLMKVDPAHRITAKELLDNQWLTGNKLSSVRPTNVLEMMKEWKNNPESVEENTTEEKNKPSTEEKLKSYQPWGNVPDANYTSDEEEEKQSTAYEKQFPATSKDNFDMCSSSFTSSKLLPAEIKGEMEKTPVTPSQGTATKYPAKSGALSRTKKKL
OX1R FRET antag: antagonists of human orexin 1 receptor (OX1R); Orexin/Hypocretin receptor type 1 (Homo sapiens), O43613; OX1R-expressing cells, FRET antagonist read-out; inhibition, % at 6.6 µM; actives 1.8% (n = 330,000); in the data active means inhibition mostly above about 38%, no sharp cut-off; inactive means mostly below about 40%;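 further: 0% = agonist challenge alone and 100% = reference antagonist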
Target sequence (O43613 whole entry, looked up): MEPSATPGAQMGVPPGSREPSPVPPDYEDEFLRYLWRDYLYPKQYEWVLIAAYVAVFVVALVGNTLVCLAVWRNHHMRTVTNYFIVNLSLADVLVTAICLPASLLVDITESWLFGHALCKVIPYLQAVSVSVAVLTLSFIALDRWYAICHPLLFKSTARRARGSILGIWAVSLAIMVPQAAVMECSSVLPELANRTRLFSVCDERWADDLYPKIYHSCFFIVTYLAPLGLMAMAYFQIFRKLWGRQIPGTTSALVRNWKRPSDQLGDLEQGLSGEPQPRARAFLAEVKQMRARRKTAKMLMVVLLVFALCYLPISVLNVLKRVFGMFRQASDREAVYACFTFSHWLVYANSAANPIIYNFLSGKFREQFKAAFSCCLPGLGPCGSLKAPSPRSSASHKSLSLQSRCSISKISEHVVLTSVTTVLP
Active calls of the source: *; x = no result given.

SMILES	STK33 inh	OX1R FRET antag
O=C(CCCN1CCc2[nH]c3ccc(F)cc3c2C1)c1ccc(F)cc1	-0.4	-2
CCN(CC)S(=O)(=O)c1cccc(-c2nnc(SCCOc3ccc(Cl)cc3)o2)c1	-1.4	20
CCCOc1ccc(C(=O)CCN2CCCCC2)cc1	-0.8	14
COC(=O)C1=CN(C(C)c2ccccc2)C=C(C(=O)OC)C1c1cc(OC)c(OC)c(OC)c1 (stereo unspecified)	-0.9	9
NC(=O)c1ccc(NC(=O)COC(=O)c2cc3c(s2)CCC3)cc1	0.0	6
CCN1CCN(c2ccc(NC(=O)c3ccc(C#N)cc3F)cc2Cl)CC1	1.4	13
Cc1cccc(NCc2ccccc2O)c1	0.6	17
C/C(=N\n1c(C)nc2ccccc2c1=O)c1ccc(N)cc1	-0.4	4
Nn1c(SCC(=O)Nc2ccc(N3CCOCC3)cc2)nnc1C1CC1	-0.6	2
COC(=O)CCn1[nH]c(=O)c2ccccc2c1=O	x	10
Cc1cc(OCC(=O)O/N=C(\N)c2ccccc2)ccc1Cl	-1.0	9
COC(=O)c1c(-c2ccc(S(C)(=O)=O)cc2)sc2cc(OC)ccc12	1.2	8
O=C1c2ccccc2C(=O)N1Cc1cnc(N2CCN(c3ccccc3)CC2)s1	0.2	16
O=C(c1ccccc1)C1CCN(CC(=O)N2CCN(c3ccccc3)CC2)CC1	7.2	24
CCn1ncc([C@@H]2C[C@H]3CN(Cc4cccc(Cl)c4)C(=O)[C@]34CCCN24)c1C	-2.3	16
CCc1c(C)nc(SCC(=O)Nc2c(C)n(C)n(-c3ccccc3)c2=O)[nH]c1=O	-0.3	12
CSc1nccc(N2CCN(c3ccc(F)cc3)CC2)n1	0.3	9
Cc1cc(=O)oc2cc(OCC(=O)OCC(=O)Nc3ccccc3C(C)C)ccc12	-0.2	17
Cc1ccc(S(=O)(=O)N2CCC(=O)N(CCOC(=O)Nc3ccccc3C)CC2)cc1	-1.0	28
O=C(NCCC1=CCCCC1)C1CCCN(S(=O)(=O)c2cnc[nH]2)C1 (stereo unspecified)	0.4	6
COc1ccc(CCNS(=O)(=O)c2cccc(F)c2)cc1OC	-0.9	9
O=C(Nc1ccc(F)cc1)N1CCN(CCc2ccccc2)CC1	-0.8	8
Cc1ccccc1C(=O)NC1CCCN(Cc2ccccc2F)C1 (stereo unspecified)	-2.3	-8
COc1cc(C(=O)N2CCN(c3cccc(C)c3C)CC2)ccc1OCC(=O)N1CCOCC1	-1.1	5
Cc1c(C)n(Cc2ccc(F)cc2)c2ccc(C(=O)NCCN3CCOCC3)cc12	-1.1	17
O=C(O)CC1S/C(=N/N=C/c2ccc(-c3ccc(Cl)c([N+](=O)[O-])c3)o2)NC1=O (stereo unspecified)	-1.6	32
CCOC(=O)c1sc2ccccc2c1OC(=O)c1ccccc1	0.0	31
O=C(NCC1CC1)Nc1ccccc1	0.1	x
Cc1ccc(N2OC3C(=O)NC(=O)C3C2c2ccco2)cc1 (stereo unspecified)	0.6	6
Cc1ccc(S(=O)(=O)C2(C(=O)N3CCCC(C)C3)CC2)cc1 (stereo unspecified)	-1.1	6
CN(C)Cc1c(O)ccc2occ(C(=O)c3ccc(F)cc3)c12	-1.0	10
Cc1ccc(-c2nc(-c3ccncc3)no2)cc1C	-1.0	17
Cc1ccccc1NC(=O)C1CCCN(c2nnc(N3CCCC3=O)s2)C1 (stereo unspecified)	-1.1	3
Cc1ccc(-c2csc3nnc(SCC(=O)Nc4nsc(-c5ccccc5)n4)n23)cc1	-0.1	82*
O=C(NCc1ccccn1)c1ccc(OC2CCN(Cc3ccccc3)CC2)cc1	-1.8	21
Cc1ccc([N+](=O)[O-])c(C(=O)N/N=C/c2cccs2)c1	-1.8	23
Cn1c(SCC(=O)Nc2ccc(N3CCOCC3)cc2)nnc1-c1ccccc1	-1.2	-3
Cc1cccc(Cc2cnc(NC(=O)c3ccc(C)o3)s2)c1	-1.2	43
Cc1ccnc(NS(=O)(=O)c2ccc(NS(=O)(=O)c3cccs3)cc2)n1	-0.6	5
Cc1ccc(OCCCC(=O)NNC(=O)c2ccccn2)cc1	-0.7	15

Quoted at random: 5 compounds from above
SMILES	STK33 inh	OX1R FRET antag
CCOC(=O)c1sc2ccccc2c1OC(=O)c1ccccc1	0.0	31
Cc1ccccc1C(=O)NC1CCCN(Cc2ccccc2F)C1 (stereo unspecified)	-2.3	-8
O=C(Nc1ccc(F)cc1)N1CCN(CCc2ccccc2)CC1	-0.8	8
Cc1ccc(OCCCC(=O)NNC(=O)c2ccccn2)cc1	-0.7	15
Cc1cccc(Cc2cnc(NC(=O)c3ccc(C)o3)s2)c1	-1.2	43

Other compounds follow:
SMILES	STK33 inh	OX1R FRET antag
Cc1ccc(OCC(=O)NN=C2c3ccccc3-c3ccccc32)cc1	-1.9	-1
O=C1c2ccccc2C(Nc2ccc3c(c2)OCCO3)N1Cc1ccc2c(c1)OCO2 (stereo unspecified)	3.7	18
COC(=O)[C@H](C)NC(=O)NCc1ccccc1F	-1.0	18
Cc1ccc(-c2nc3ncccc3o2)cc1NC(=O)Cc1ccc(Cl)cc1	-0.5	9
CC(=O)Nc1ccc(OC(=O)c2ccco2)cc1	0.5	-4
CS(=O)(=O)c1ccc([C@@H](O)[C@@H](CO)NC(=O)C(Cl)Cl)cc1	-2.3	9
O=[N+]([O-])c1ccc(N2CCN(C(=S)Nc3ccc(F)cc3F)CC2)cc1	-1.3	26
Nc1nnc(SCCCC(=O)c2ccc(Br)cc2)s1	-0.9	18
O=C(Nc1ccccc1C(=O)O)c1cc(S(=O)(=O)N2CCCCC2)cs1	2.0	14
Cc1c2c(n3c(nc4ccccc43)c1C#N)N(CCCN(C)C)CC2	-1.4	59
O=C1C(SCCO)=C(SCCO)C(=O)c2ccccc21	-0.1	67*
CCOC(=O)c1cc2cc(-c3c(C(=O)OCC)oc4cc(O)cc(O)c4c3=O)ccc2o1	-1.7	22
COc1ccc(C(=O)CN2C(=O)NC3(CCCc4ccccc43)C2=O)cc1 (stereo unspecified)	-0.4	19
CCOC(=O)c1cnc2c(Cl)cc(Cl)cc2c1NCCOCCO	-0.7	14
COc1cc(/C=C/C(=O)OCC(=O)Nc2cccc(F)c2)ccc1O	1.4	10
COc1ccccc1S(=O)(=O)Cc1ccc(C(=O)NCC2CCCO2)o1 (stereo unspecified)	0.6	11
COc1nccnc1NS(=O)(=O)c1ccc(NC(=O)c2ccccc2Br)cc1	-1.1	13
Cc1[nH]c2ccccc2c1N=Nc1c(C)n(C)n(-c2ccccc2)c1=O	0.2	14
O=C(Nc1nccs1)NC(C(F)(F)F)C(F)(F)F	0.6	25
CCOc1ccc(N/C(C)=C/C(=O)c2ccc(C)o2)cc1	0.5	10

As entered above.
OX1R FRET antag, Cc1cccc(Cc2cnc(NC(=O)c3ccc(C)o3)s2)c1 stands at 43
STK33 inh, Cc1ccc(-c2csc3nnc(SCC(=O)Nc4nsc(-c5ccccc5)n4)n23)cc1 stands at -0.1
OX1R FRET antag, Nn1c(SCC(=O)Nc2ccc(N3CCOCC3)cc2)nnc1C1CC1 stands at 2
STK33 inh, CCOC(=O)c1sc2ccccc2c1OC(=O)c1ccccc1 stands at 0.0
STK33 inh, CCN1CCN(c2ccc(NC(=O)c3ccc(C#N)cc3F)cc2Cl)CC1 stands at 1.4
STK33 inh, Cc1c(C)n(Cc2ccc(F)cc2)c2ccc(C(=O)NCCN3CCOCC3)cc12 stands at -1.1

2 neighbouring entries already listed, quoted:
SMILES	STK33 inh	OX1R FRET antag
O=C(Nc1nccs1)NC(C(F)(F)F)C(F)(F)F	0.6	25
CCOc1ccc(N/C(C)=C/C(=O)c2ccc(C)o2)cc1	0.5	10

Further results
SMILES	STK33 inh	OX1R FRET antag
O=C(CN(c1ccc2c(c1)OCCO2)S(=O)(=O)c1ccccc1)NCc1ccc(Cl)cc1	-0.1	9
CN(C)CCNC(=O)c1onc(CSc2ccncc2)c1C(=O)NCCN(C)C	-1.3	30
CCOC(=O)c1ccc(N(C(=O)c2ccco2)C(C(=O)NC2CCCC2)c2ccncc2)cc1 (stereo unspecified)	-1.0	18
Cc1ccccc1C(=O)NC1CCN(Cc2nnnn2Cc2ccccc2)CC1	0.2	3
COc1cc(NC2c3ncccc3C(=O)N2Cc2ccco2)cc(OC)c1 (stereo unspecified)	-0.6	8
CC(=O)c1cccc(S(=O)(=O)Nc2cccc(S(=O)(=O)NC3=NCCC3)c2)c1	-0.5	6
CCN1CCN(C(=O)CSc2nc(N)cc(N)n2)CC1	-0.8	0
CCCN1C=CC(=C2C(=O)c3ccccc3C2=O)C=C1	31*	22
CCOc1ccc(CCNC(=O)CN2CCN(Cc3ccc(F)cc3)C2=O)cc1OCC	0.5	11
CCOC(=O)C1CCN(C2=C(NS(=O)(=O)c3ccc(Br)cc3)C(=O)c3ccccc3C2=O)CC1	-1.0	75*
O=Cc1cccn1-c1ccc(O)cc1	-0.9	10
COC(=O)C1=NNC2(c3ccc(Cl)cc3)C(=O)N(c3ccc(Cl)cc3)C(=O)C12 (stereo unspecified)	-1.1	26
CN1C(=O)CC(N2CCN(c3ccccc3)CC2)C1=O (stereo unspecified)	-3.0	2
O=C(CNC(=O)c1ccccn1)N/N=C/c1ccc2c(c1)OCO2	1.9	12
COc1ccc(CNC(=O)C2CCC(CNc3c(N4CCOCC4)c(=O)c3=O)CC2)cc1 (stereo unspecified)	1.4	16
Cc1ccc(S(=O)(=O)N2CCC(=O)N(C(CO)C(C)C)CC2)cc1 (stereo unspecified)	-0.7	7
CC(C)Cn1c(SCC(=O)c2ccc(Cl)s2)nnc1-c1ccco1	2.1	15
Cc1cc(Cl)ccc1C(=O)C1CCCN(C(=O)c2ccsc2)C1 (stereo unspecified)	-0.9	10
Cc1ccc(C(=O)c2ccc(O)cc2)cc1C	2.7	20
COc1ccccc1Oc1ccc(S(=O)(=O)N2CCCCC2)cc1NC(=O)CCNC(C)=O	-1.0	27
Clc1ccc(C(c2nnnn2CCc2ccccc2)N2CCSCC2)cc1 (stereo unspecified)	-0.4	40
O=C(NC1CCCCCC1)c1ccc(CS(=O)Cc2ccccc2Cl)o1 (stereo unspecified)	-1.1	8
CCOC(=O)C1CCN(C(=O)COc2ccc(N(C)S(=O)(=O)c3ccc(C)cc3)cc2)CC1	-1.5	9
COc1ccc(OC)c(NC(=O)C2CCN(S(=O)(=O)c3cccs3)CC2)c1	-1.8	19
CCc1ccc(NC(=O)CN2C(=O)C(=O)N(Cc3ccccc3)C2=O)cc1	0.0	10
N#Cc1ccc(OCC(=O)N/N=C/C2CC=CCC2)cc1 (stereo unspecified)	0.5	5
O=S(=O)(c1cccc(-c2cn3cccnc3n2)c1)N1CCCCCC1	-1.9	11
Cn1c(SCc2ccccc2)nnc1-c1c[nH]c2ccccc12	-0.1	11
CC12CCC3c4ccc(O)cc4CCC3C1CCC2=O (stereo unspecified)	-0.5	28
COc1c(Cl)cc(Cl)cc1C(=O)Nc1ccccc1N1CCN(C(C)=O)CC1	0.5	-4
CCOc1cc(C(=O)OCC(=O)Nc2cc(C)on2)ccc1OCC(C)C	-0.6	13
Cn1c(Cn2c(=O)sc3ccccc32)nnc1SCc1cccc(F)c1	-0.2	8
CC(=O)NC(CSC(CC(=O)c1ccco1)c1ccc(C)cc1)C(=O)O (stereo unspecified)	-0.4	21
Cc1cc(C(F)(F)F)nn1CC(=O)N(C)C1CCCCC1	-1.7	23
OCCOCCn1c(C2CCCN2c2nc(-c3ccc(F)cc3)cs2)nc2cc(C(F)(F)F)ccc21 (stereo unspecified)	-0.4	21
O=C(CCN1C(=O)c2cccc([N+](=O)[O-])c2C1=O)NC1CCCCCC1	-2.0	20
COC(=O)c1ccc(C)c(NS(=O)(=O)c2cn(C)nc2C)c1	-0.2	3
O=C(O)c1ccccc1-c1ccccc1C(=O)Nc1ccc2c(c1)CCC2	-2.8	10
O=C(CCc1ccccc1)Nc1ccccc1C(F)(F)F	-0.3	11
O=C(Nc1ccc(F)cc1)C1CCCN1S(=O)(=O)c1cccc2nsnc12 (stereo unspecified)	-1.3	75*
CC1CC(C)CN(C(=O)CSC2=Nc3ccccc3C3=NC(Cc4c[nH]c5ccccc45)C(=O)N23)C1 (stereo unspecified)	1.7	8
CCOC(=O)C1CCN(S(=O)(=O)c2ccc3c4c(cccc24)C(=O)N3CC)CC1	-1.5	20
CN(C)S(=O)(=O)N1CCC(Oc2ccc(C(=O)NC3Cc4ccccc4C3)cc2)CC1	1.6	13
O=C(/C=C/c1c(F)cccc1Cl)Nc1nc2ccccc2[nH]1	1.6	16
O=C(Cn1[nH]c(=O)c2ccccc2c1=O)Nc1cccc(S(=O)(=O)N2CCCCCC2)c1	-1.2	17
Cc1cc(CNC(=O)COC(=O)Cn2[nH]c(=O)c3ccccc3c2=O)cc(C)c1O	-0.7	3
CC(=O)c1cccc(N(C(=O)c2csnn2)C(C(=O)NC2CCCC2)c2ccccc2)c1 (stereo unspecified)	-0.6	7
COc1ccc(-c2csc(-c3cccs3)n2)cc1OC	-0.6	12
CCOC(=O)Cc1csc(NC(=O)c2cccc([N+](=O)[O-])c2)n1	-1.3	8
Cc1cc(C)n(S(=O)(=O)c2ccc(Cl)cc2)n1	-0.2	7
Cc1nn(C)c(C)c1C1C(C#N)=C(N)OC2=C1C(=O)CC(C)(C)C2 (stereo unspecified)	-1.9	-1
CCOc1ccccc1N/C(=N/c1nc(C)cc(C)n1)NC(=O)Nc1ccc(Cl)c(Cl)c1	-0.3	-6

Record cards, as listed above:
COc1ccc(-c2csc(-c3cccs3)n2)cc1OC across the screens: STK33 inh = -0.6; OX1R FRET antag = 12
O=C1C(SCCO)=C(SCCO)C(=O)c2ccccc21 across the screens: STK33 inh = -0.1; OX1R FRET antag = 67*
CN(C)CCNC(=O)c1onc(CSc2ccncc2)c1C(=O)NCCN(C)C across the screens: STK33 inh = -1.3; OX1R FRET antag = 30

From PubChem BioAssay
